From PubChem BioAssay
m-calpain inh: calpain II (pig) inhibition. purified calpain II, fluorogenic peptide substrate, 30 min. inhibition, % at 16 µM. 220,000 compounds, 0.37% hits;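 active means inhibition above about 50%, limit read from the data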
L929 necroptosis: blocks zVAD induced death of L929 cells; L929 zVAD necroptosis rescue, ATP luminescence, 24 h; with zVAD 60 µM; viability rescue, % at 10 µM; 220,000 compounds, 0.38% hits; AID 1377;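 active means activation, scaled between plate controls, above about 75%, limit read from the data; inactive means activation under that limit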;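 further: 0% = zVAD with DMSO and 100% = DMSO alone without zVAD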
TbHK1 inh: blocks Trypanosoma brucei hexokinase 1 activity; inhibition, % at 10 µM; recombinant TbHK1, G6PDH-coupled NADH A340; 220,000 compounds, 0.11% hits; AID 1430;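 active means inhibition of 50% or more in the single-dose primary screen; inactive means inhibition below 50%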
eIF4E 4G PPI: blocks eIF4E binding to eIF4G | inhibition, % at 21.7 µM | AID 782 | 220,000 compounds, 0.37% hits | TR-FRET eIF4E-eIF4GI(517-606) binding, 2 h;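 active means inhibition above about 30%, limit read from the data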;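 further: 0% = full FRET control wells and 100% = background wells lacking eIF4GI fragment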
Target sequence (P63073 whole entry, looked up, the tested form may be a part): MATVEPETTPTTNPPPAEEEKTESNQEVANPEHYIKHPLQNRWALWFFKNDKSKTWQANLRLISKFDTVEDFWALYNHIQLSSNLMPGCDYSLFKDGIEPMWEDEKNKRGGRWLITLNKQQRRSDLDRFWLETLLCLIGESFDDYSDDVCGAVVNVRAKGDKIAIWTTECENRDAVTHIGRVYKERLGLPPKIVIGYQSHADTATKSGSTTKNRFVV
Target sequence (Q04637 whole entry, looked up, the tested form may be a part): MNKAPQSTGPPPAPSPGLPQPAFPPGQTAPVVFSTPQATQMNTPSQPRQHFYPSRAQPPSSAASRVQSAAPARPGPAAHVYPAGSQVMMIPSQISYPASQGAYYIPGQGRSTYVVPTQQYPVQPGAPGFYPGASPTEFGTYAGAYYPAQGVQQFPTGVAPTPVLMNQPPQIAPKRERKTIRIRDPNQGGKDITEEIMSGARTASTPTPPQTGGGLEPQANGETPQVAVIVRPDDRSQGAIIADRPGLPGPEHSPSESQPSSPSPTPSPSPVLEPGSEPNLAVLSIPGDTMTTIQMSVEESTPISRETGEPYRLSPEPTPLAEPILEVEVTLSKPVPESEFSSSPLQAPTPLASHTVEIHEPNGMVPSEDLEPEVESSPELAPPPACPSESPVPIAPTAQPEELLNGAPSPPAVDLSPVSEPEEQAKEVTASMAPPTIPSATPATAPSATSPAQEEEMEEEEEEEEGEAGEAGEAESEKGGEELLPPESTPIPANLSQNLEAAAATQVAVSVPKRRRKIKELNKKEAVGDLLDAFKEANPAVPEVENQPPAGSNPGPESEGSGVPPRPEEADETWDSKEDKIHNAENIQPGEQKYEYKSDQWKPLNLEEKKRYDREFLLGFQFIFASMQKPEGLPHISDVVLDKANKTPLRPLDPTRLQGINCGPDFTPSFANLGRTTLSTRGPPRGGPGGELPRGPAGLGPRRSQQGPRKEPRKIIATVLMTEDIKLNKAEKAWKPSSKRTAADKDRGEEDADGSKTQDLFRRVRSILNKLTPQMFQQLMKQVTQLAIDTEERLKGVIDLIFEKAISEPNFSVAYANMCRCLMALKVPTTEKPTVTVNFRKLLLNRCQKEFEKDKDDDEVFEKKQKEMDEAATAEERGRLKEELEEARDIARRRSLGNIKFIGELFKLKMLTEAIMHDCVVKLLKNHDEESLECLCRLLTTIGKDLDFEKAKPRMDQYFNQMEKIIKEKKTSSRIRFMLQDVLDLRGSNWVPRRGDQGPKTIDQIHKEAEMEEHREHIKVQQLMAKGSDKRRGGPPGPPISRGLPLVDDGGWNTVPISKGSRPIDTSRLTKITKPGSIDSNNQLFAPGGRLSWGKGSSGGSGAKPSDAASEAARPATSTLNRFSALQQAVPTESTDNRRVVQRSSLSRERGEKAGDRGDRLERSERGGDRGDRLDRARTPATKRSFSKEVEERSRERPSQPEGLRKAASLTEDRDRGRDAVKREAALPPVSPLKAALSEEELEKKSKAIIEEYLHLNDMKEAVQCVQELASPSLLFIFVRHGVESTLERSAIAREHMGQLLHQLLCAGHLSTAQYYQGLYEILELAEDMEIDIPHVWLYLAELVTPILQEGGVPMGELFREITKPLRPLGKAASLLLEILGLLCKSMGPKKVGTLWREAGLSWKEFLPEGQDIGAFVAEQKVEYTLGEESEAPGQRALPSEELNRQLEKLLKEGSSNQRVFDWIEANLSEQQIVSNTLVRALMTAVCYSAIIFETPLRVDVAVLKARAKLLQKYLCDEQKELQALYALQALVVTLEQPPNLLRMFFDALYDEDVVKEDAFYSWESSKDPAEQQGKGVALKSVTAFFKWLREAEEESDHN
Hck-Nef inh: blocks Nef-activated human Hck kinase. P08631. Recombinant Hck-YEEI plus Nef, Z-Lyte FRET kinase assay. inhibition, % at 20 µM. 220,000 compounds, 0.68% hits;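 active means Hck-Nef kinase inhibition above about 50%, limit read from the data; inactive means inhibition below that limit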;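 further: 0% = DMSO with Hck plus Nef and 100% = Hck alone without Nef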
EP2 antag: blocks the human prostaglandin E2 receptor EP2; AID 1422; 260,000 compounds, 0.52% hits; C6 glioma cells expressing human EP2, cAMP TR-FRET; cells stimulated with saturating PGE2; inhibition, % at 25 µM; P43116;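 active means percent inhibition above 40 after rounding to a whole number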;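 further: rat C6 glioma host cells with rolipram phosphodiesterase inhibitor present; the protocol text gives 20 µM as final concentration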
14-3-3 Bad PPI: disrupts binding of bovine 14-3-3 zeta to phospho-Bad peptide | 220,000 compounds, 0.71% hits | TR-FRET 14-3-3zeta/Dy647-pBad peptide displacement, 1 h | P63103 | inhibition, % at 21.7 µM;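 active means inhibition above about 70%, limit read from the data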;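 further: 0% = full 14-3-3 plus peptide FRET controls and 100% = background without 14-3-3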
EP2 mod: modulates human prostaglandin E2 receptor EP2 signaling; induction, % at 25 µM; 260,000 compounds, 0.83% hits; P43116; EP2-expressing cells, cAMP HTRF FRET, PGE2 co-stimulation;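 active means compounds whose cAMP rise, as percent of the full-agonist control response, exceeds 60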;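 further: rat C6 glioma line stably carrying human EP2 under a CMV promoter; the protocol text gives 20 µM as final concentration; 100% = response of wells given 1 µM PGE2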
Rad51 HR inh: Rad51 (human) homologous recombination inhibition. Q06609. hRad51 DNA strand exchange, fluorescence dequenching. inhibition, % at 10 µM. 200,000 compounds, 0.085% hits;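 active means inhibition above 40% at the single screening dose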;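 further: 0% = DMSO control wells and 100% = blanks with heterologous ssDNA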
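Read-out basis: percent inhibition relative to plate controls and blanks / Assay system: human Rad51 nucleoprotein filaments preassembled on unlabelled ssDNA / Timing: filaments 15 min 37 °C, then compound 30 min / Control set: per-plate controls and blanks / Technique: fluorescence dequenching at 485/520 nm / Compound: 10 µM final, single point / Also added: Fluorescein- and BHQ1-tagged 47-mer duplex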
* = called active by the depositor; nt = not tested or not shown; & = joins results of further samples; [ ] = another dose, or the depositor's remark. Some of the compounds tested, so the mix of outcomes need not match the whole.

Compound	eIF4E 4G PPI	TbHK1 inh	L929 necroptosis	Rad51 HR inh	Hck-Nef inh	14-3-3 Bad PPI	EP2 antag	m-calpain inh	EP2 mod
Cc1c(/C=N/NC(=O)c2ccc(Br)o2)cnn1C	1	-61	0.1	3	7	-2	3	7	-19
CCCCCN=Cc1c(C)[nH]n(-c2nc3ccccc3s2)c1=O	4	14	-0.8	-2	1	-7	19	-10	-39
C/C(=N\OCC(=O)Nn1c(C)nc2ccccc2c1=O)c1cccs1	0	-10	0.0	3	15	1	7	-19	21
O=C(CN1CCN(Cc2ccccc2Cl)CC1)N=Nc1c(O)[nH]c2ccccc12	2	-23	0.8	1	-1	-2	7	14	4
Cc1ccc(C(C(=O)NC2CCCC2)N2CCc3ccccc32)cc1 (stereo not drawn)	-1[fluorescence artefact?]	-2	0.4	4	7	-7	8	8	27
CCC(C)/C(C)=N/NC(=O)c1ccc(CSc2nc3ccccc3s2)cc1 (stereo not drawn)	-1	34	1.4	4	6	-18[fluorescence artefact?]	14	22	-105
O=C(Nc1ccccc1)c1ccc(NCC2CCCO2)c([N+](=O)[O-])c1 (stereo not drawn)	4	2	1.6	-5	2	6[fluorescence artefact?]	6	16	7
O=C(COC(=O)CCc1ccccc1)Nc1ccccc1OC(F)F	-2	-4	0.7	-7	13	1	11	3	5
CCCc1nnc(SCC(=O)N2CCOCC2)n1CC1CCCO1 (stereo not drawn)	4	11	7.0	-1	30	-1	5&4	-21	-6&15
CCOC(=O)CSc1nc(N)c(C#N)cc1C#N	2	-11	0.6	nt	8	20[fluorescence artefact?]	11	-28	17
Cc1cccc(NC(=O)N(Cc2cc3cc(C)cc(C)c3[nH]c2=O)CC2COCCO2)c1 (stereo not drawn)	10	-20	0.4	-4	0	2	9&8	-56	15&0
COc1ccccc1-c1nnc(SCC(=O)NC2CCCCC2)o1	0	-1	1.5	-8	18	-3	3	-27	34
Cc1ccc(S(=O)(=O)N2CCc3ccccc3C2CN2C(=O)c3ccccc3C2=O)cc1 (stereo not drawn)	-3	-3	-0.4	-14	0	7	11	1	26
CN(C)C(=O)CCC(=O)N1CCCC(C(=O)c2ccc3c4c(cccc24)CC3)C1 (stereo not drawn)	6	-22	0.3	-21	5	4	2	-245	-3
N/C(Cc1ccc(Cl)cc1Cl)=N\OC(=O)c1ccc(Br)o1	-8	-2	-0.4	-6	16	4	4	22	-4
CCOC(=O)C(C)(C)n1nnc(-c2ccc([N+](=O)[O-])cc2)n1	0	-5	0.2	-88	1	4	2	-20	-9
O=C(CSc1ncnc2c1cnn2-c1ccc(F)cc1)NCc1ccc2c(c1)OCO2	-3	27	-0.5	2	2	-24	11	2	3
Cc1nc(N=C(N)N)nc2c(C)cccc12	4	-14	-0.7	nt	9	-6	5	-24	-18
CCC(=O)NC(=S)Nc1ccc(NC(=O)c2ccco2)c(Cl)c1	-1	2	0.3	3	18	-3	5	13	-6
Cc1ccc(-c2nn3c(C)nnc3c3ccccc23)cc1S(=O)(=O)NC(C)(C)CO	-2	-8	67	-1	24	4	8	-50	13

Part of the list above in order of length of the SMILES, ascending:
Compound	eIF4E 4G PPI	TbHK1 inh	L929 necroptosis	Rad51 HR inh	Hck-Nef inh	14-3-3 Bad PPI	EP2 antag	m-calpain inh	EP2 mod
O=C(CSc1ncnc2c1cnn2-c1ccc(F)cc1)NCc1ccc2c(c1)OCO2	-3	27	-0.5	2	2	-24	11	2	3
CN(C)C(=O)CCC(=O)N1CCCC(C(=O)c2ccc3c4c(cccc24)CC3)C1 (stereo not drawn)	6	-22	0.3	-21	5	4	2	-245	-3
Cc1cccc(NC(=O)N(Cc2cc3cc(C)cc(C)c3[nH]c2=O)CC2COCCO2)c1 (stereo not drawn)	10	-20	0.4	-4	0	2	9&8	-56	15&0

Carrying on.
Compound	eIF4E 4G PPI	TbHK1 inh	L929 necroptosis	Rad51 HR inh	Hck-Nef inh	14-3-3 Bad PPI	EP2 antag	m-calpain inh	EP2 mod
COc1ccc2c(C(=O)CN3CCN(CCO)CC3)c[nH]c2c1	14	-10	1.5	-4	-1	4	6	-4	-5
CC(=O)Nc1nc(C)c(CCC2OCCO2)c(=O)[nH]1	3	7	-0.3	18	18	0	4	11	-19
COc1ccc(NC(=O)C2CCC(CNc3c(N4CCCCC4)c(=O)c3=O)CC2)cc1OC (stereo not drawn)	2[fluorescence artefact?]	-9	4.8	0	2	-1	11	-14	10
O=C(NNC(=O)c1cccs1)c1ccco1	2	-8	2.6	5	17	1	12	3	25
O=C(CN1c2ccccc2Sc2ccccc21)NNC(=S)Nc1ccc(Cl)cc1	0	2	0.6	8	-12	-10	7	2	-10
CCCCNC(=O)OC(C)CNC(=O)OC (stereo not drawn)	-2	-5	0.0	6	2	3	11	-18	-8
Cc1ccc(OCCCn2c(=O)sc3ccccc32)cc1	-6	-1	0.0	1	1	-6	14	11	33
Cc1cc(=O)oc2cc(OC(C)C)ccc12	4	-14	2.5	-4	0	12	15	-134	26
Cn1c(=O)c2c(nc(N3CCN(C(=O)c4ccco4)CC3)n2CCSc2ncccn2)n(C)c1=O	0	-8	0.1	nt	-22	42	2	-11	12
CN(C)CCCNC(=O)/C=C/c1ccc2c(c1)OCO2	2	-19	2.4	12	2	-16[fluorescence artefact?]	11	-63	-9
Cc1cccc(C(=O)N2CCN(c3ccc(N4CCOCC4)nn3)CC2)c1	-8	-12	0.3	6	20	-1	5	-279	46
O=C(C[n+]1cc(-c2ccc(Cl)cc2)n2c1CCC2)Nc1nc(-c2ccccc2)cs1	0	10	1.1	nt	2	53	10	-44	-14
CSc1n[nH]c(-c2sccc2OCc2ccc(C)cc2)n1	-1	1	-0.3	-1	0	4	3	18	12
COc1cccc(C(C#N)N2CCOCC2)c1 (stereo not drawn)	4[fluorescence artefact?]	0	0.2	5	1	7	17	-3	8
Cc1cc[n+](-c2[nH]c(=O)sc2/C=N/NC(=O)c2ccccc2[O-])cc1C	5	-36	0.5	1	1	-7	4	27	1
CCOc1ccc2[nH]cc(S(=O)(=O)c3ccc(C)cc3)c(=O)c2c1	4	9	0.0	-11	-25	6	13	35	-20
Cc1ccc2oc(C(Cl)(Cl)Cl)cc(=O)c2c1	8	-2	0.1	-2	1	26	8	-5	29
Cc1occc1-c1nnc(SCC(=O)NC(C)(C)C)n1CC(C)C	0	-2	2.2	26	21	-21	8	-25	35
COc1ccc(OC)c(S(=O)(=O)N2Cc3ccccc3CC2C(=O)Nc2nccs2)c1 (stereo not drawn)	-3	0	0.0	7	1	2	7	3	21
Cc1ccc(N2CSC3=C(C#N)C(c4cccs4)CC(=O)N3C2)cc1 (stereo not drawn)	1[fluorescence artefact?]	-6	-0.2	3	8	4[fluorescence artefact?]	11	14	49
CCc1ccc2[nH]c(=O)c(CN(CCO)C(=O)NCc3ccccc3)cc2c1	5	nt	nt	3	nt	8	22	-7	-6
O=C(/C=C/c1ccccc1)Nc1ccc(N2CCCCC2)cc1	20	-5	2.2	-28	6	29[fluorescence artefact?]	1	1	-24
Cc1ccc(S(=O)(=O)NNC(=O)C(=O)NNS(=O)(=O)c2ccc(C)cc2)cc1	-2	0	-0.4	3	19	49	6	29	-3
Cc1nc(NC(=O)CSc2nnc(-c3ccccc3)c(-c3ccccc3)n2)c(Cl)cc1Cl	-3[fluorescence artefact?]	9	0.2	-18	2	-21	6	-29	34
COc1ccc(Nc2nc(N)nc(CCl)n2)cc1	-1	2	-2.0	17	2	-1	9	3	-15
O=C(COC(=O)CCNS(=O)(=O)c1ccc(Cl)cc1)NCc1ccco1	nt	1	0.7	nt	2	nt	nt	-27	3
O=C1CCC(=O)N1CC(O)COc1ccccc1 (stereo not drawn)	2	1	0.3	-22	-7	0	9	15	-4
Cc1ccc(S(=O)(=O)NCc2ccc(C(=O)N3CCCC3)cc2)cc1	2	3	nt	nt	0	2	5	-13	28
COC(=O)N/N=C\c1cccc(OC(=O)c2cccs2)c1	-1	5	-0.1	7	-6	-14	5	-7	-17
COC(=O)C(C)Oc1ccc2c(-c3cccc([N+](=O)[O-])c3)cc(=O)oc2c1 (stereo not drawn)	-1	-6	-0.2	3	1	3	1	-17	-2
CCN1CCCC1CNC(=O)CCc1nc(-c2ccc(C)cc2)no1 (stereo not drawn)	5	6	-0.9	3	-19	7	9	-10	-14
O=C(COc1ccc2ccccc2c1)Nc1ccncc1	-1	-2	8.1	3	19	-11	13	-13	-70
COc1ccc(Cl)cc1NC(=O)COC(=O)CCCN1C(=O)c2ccccc2C1=O	-3	-1	-0.8	-2	2	-9[fluorescence artefact?]	4	31	16
CC(C)NCC(O)c1ccc(NS(C)(=O)=O)cc1 (stereo not drawn)	-2	nt	nt	1	nt	-3	14&10	-1	15
COc1ccc(NC(=O)CSc2nc(O)cc(=O)n2-c2ccccc2OC)cc1	0	9	0.7	nt	3	27	6	-45	21
N#CC(=C1CCCC1)c1nc(-c2cc3ccccc3oc2=O)cs1	3	-6	3.8	1	2	2	20	-32	36
O=C(O)COc1ccc(NC(=O)c2ccco2)cc1	1	24	0.2	4	-11	-7	17	14	8
Nc1n[nH]c(C2CC2)c1N=Nc1ccc(Cl)cc1	-5	-26	0.2	-8	14	-8	16	-4	7
CCCCCCOc1ccc(OC(=O)c2cccnc2)cc1	3	-4	0.5	0	0	4	10	-15	19
O=C(CCc1ccccc1)Nc1ccc(NC(=O)c2ccco2)cc1	-1	-2	1.3	0	-1	4[fluorescence artefact?]	6	-7	14
Cc1ccc(-c2csc(NC(=O)C[n+]3cc(-c4ccccc4)n4c3CCC4)n2)cc1	-3	8	1.1	4	23	0	6	-24	-50
COc1ccc(-c2ccc(C#N)c(SCC(=O)NCc3ccco3)n2)cc1OC	4	-24	0.3	11	31	8	10	-297	-8
COc1ccc(-c2noc(CSc3ccc(C)cc3)n2)cc1	4	6	-1.1	-5	-3	-7	7	14	-32
Cc1ccccc1N1C(=O)CC(N(O)c2ccccc2)C1=O (stereo not drawn)	4	1	1.2	-4	0	-4	8	-18	22
Cc1[nH]c2ccccc2c1C(=O)C(=O)NCCC1=CCCCC1	3[fluorescence artefact?]	-8	1.1	-1	2	-1[fluorescence artefact?]	5	16	-1
CCCC(=O)Nc1ccc(C(=O)NNC(=O)c2ccccc2Br)cc1	-6	1	0.4	-3	2	1	9	-21	-3
COc1ccc(NC(=S)Nc2ccc(OCc3ccccc3)cc2)cc1OC	4	-4	0.1	6	2	-10	16	-26	-48
COc1ccc(/C=C(/NC(=O)c2cccc([N+](=O)[O-])c2)C(=O)O)cc1OC	2	-7	1.2	24	2	-11	4	2	15
O=C(CN1CCN(CCC(=O)Nc2ccccc2F)CC1)Nc1ccc(F)cc1	-1	-6	2.6	nt	0	-2	11	-6	7
CCN(CC(=O)Nc1ccc([N+](=O)[O-])cc1OC)c1ccccc1	4	-10	-0.1	-6	2	1	5	6	-25

The list goes on.
Compound	eIF4E 4G PPI	TbHK1 inh	L929 necroptosis	Rad51 HR inh	Hck-Nef inh	14-3-3 Bad PPI	EP2 antag	m-calpain inh	EP2 mod
COc1cc(OC)cc(C(=O)N2CCN(C(=O)c3ccc(OC)c(OC)c3)CC2)c1	-3	-1	0.0	nt	0	7	nt	15	6
Cc1ccc(/C=C/C(=O)O)cc1S(=O)(=O)N1CCCc2ccccc21	4	-8	0.7	nt	15	-8	11	1	-30
CC(=O)Nc1nnc(CCS(=O)(=O)c2ccc(Cl)cc2)s1	0	4	-1.3	-1	-16	1	3	21	4
O=C(c1nc2nc(-c3ccc(Cl)cc3)cc(C(F)(F)F)n2n1)N1CCOCC1	-9	-32	-0.4	4	2	6	7	-125	3
